STK33 kinase inh: inhibitors of purified STK33 kinase, primary screen, biochemical, ADP-Glo luminescence, homogeneous, cell-free; Serine/threonine-protein kinase 33 (Homo sapiens), Q9BYT3; MBP phosphorylation; inhibition, % at 10 µM; 320,000 tested, 0.073% active; AID 2661, 2010;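 active means inhibition at or above 25%, using the most active replicate where run in duplicate; inactive means inhibition below 25%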
CHT allo act: CHT positive allosteric modulators, primary screen, cell-based, membrane potential dye, choline EC20; 310,000 tested, 0.49% active; B-score at 10 µM; AID 488977, 2010; CHT-expressing cells; hits give high values; LV-AA mutant CHT in HEK293 cells;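 active means initial fluorescence not abnormally high and integrated response B-score, plate-corrected, over 3 SD above library mean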
Target sequence (Q9GZV3 whole entry, looked up): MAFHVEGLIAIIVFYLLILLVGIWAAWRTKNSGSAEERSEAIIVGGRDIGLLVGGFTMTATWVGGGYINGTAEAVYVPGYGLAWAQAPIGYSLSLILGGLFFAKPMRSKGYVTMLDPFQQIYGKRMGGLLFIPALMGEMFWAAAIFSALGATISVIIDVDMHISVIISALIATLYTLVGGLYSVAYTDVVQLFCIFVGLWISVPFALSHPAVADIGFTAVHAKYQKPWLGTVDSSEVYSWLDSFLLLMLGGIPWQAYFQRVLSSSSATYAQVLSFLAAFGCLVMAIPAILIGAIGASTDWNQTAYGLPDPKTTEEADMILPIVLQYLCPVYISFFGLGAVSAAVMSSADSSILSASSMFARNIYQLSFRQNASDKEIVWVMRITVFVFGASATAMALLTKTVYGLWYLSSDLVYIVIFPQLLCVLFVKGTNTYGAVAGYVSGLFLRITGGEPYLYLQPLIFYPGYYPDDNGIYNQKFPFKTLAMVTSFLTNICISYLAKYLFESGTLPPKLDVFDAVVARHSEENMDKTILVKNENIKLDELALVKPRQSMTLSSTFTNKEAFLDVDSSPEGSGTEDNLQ
CHT block: inhibitors of human choline transporter CHT; High affinity choline transporter 1 (Homo sapiens), Q9GZV3; CHT-expressing cells, membrane potential dye, choline response; hits give low values; B-score at 10 µM; 310,000 tested, 0.86% active; AID 488975, 2010;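 active means B-score over 3 SD under the library average, and starting fluorescence ratio not unusually high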;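 further: choline stimulus applied at its EC90 after an EC20 pre-addition; B-score computed on integrated fluorescence ratio after choline addition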
Active calls of the source: *; i = inactive; . = not tested or not shown. Random draw from the library, and some 1.5% of all compounds hit somewhere here.

mol	CHT allo act	CHT block	STK33 kinase inh
CCCN(Cc1nnc(-c2ccccc2Cl)o1)C(=O)c1cccc(S(=O)(=O)N2CCOCC2)c1	i	i	-2.9
CCC(=O)N(Cc1cc(=O)[nH]c2ccccc12)c1ccccc1C	i	i	-3.0
O=c1ccc(Cl)nn1-c1ccccc1	i	i	0.3
CCOCCOC(=O)C1=C(C)NC(=O)NC1c1cc2c(cc1Br)OCO2 (stereo not drawn)	i	i	-1.0
COc1cccc(CNS(=O)(=O)c2c(C(=O)N3CCCCC3)c(C)n(C)c2C)c1	i	i	-1.9
COc1cccc(NC(=O)CSc2nnc(Cc3cccs3)n2-c2ccc(C)cc2)c1	i	i	-2.0
Cc1occc1-c1nnc(SCC(=O)c2c[nH]c3ccccc23)n1C	i	i	-0.8
COc1ccc(C(C)NC(=O)CC23CC4CC(CC(C4)C2)C3)cc1 (stereo not drawn)	i	i	-0.2
CCN1CCN(C(=O)C2CCCN(S(=O)(=O)c3cccc4nsnc34)C2)CC1 (stereo not drawn)	i	i	-1.3
CN(C)CCn1c(N)nc2ccccc21	i	i	2.4
O=C(Nc1ccc(CN2CCOCC2)cc1)c1ccccc1F	i	i	0.3
O=C(Nc1ccc(S(=O)(=O)NC2CCCCC2)cc1)c1ccco1	i	i	3.4
CCC(O)C1CCN(C(=O)c2cc(COc3ccc(F)cc3F)on2)CC1 (stereo not drawn)	i	i	.
COc1ccc(/C=N/NC(=O)c2ccc(NC(=O)c3cccc([N+](=O)[O-])c3)cc2)c(OC)c1	i	i	-0.2
COc1ccc(-c2nc3n(n2)C(=O)CC(c2ccco2)S3)cc1 (stereo not drawn)	i	i	-0.5
COc1ccccc1NC(=O)CSc1nnnn1-c1ccc(C)cc1	i	i	-3.0
C[C@@]1([C@@H](NC(=O)c2cccs2)c2ccc(-c3ccccc3)cc2)C[C@H]1C1CCCCC1	i	i	-1.0
CCN(CC(=O)NC1CCS(=O)(=O)C1)C(=O)/C=C/c1cccs1 (stereo not drawn)	i	i	-1.0
COc1cc(/C=N/n2nnnc2N)cc(OC)c1OC	i	i	-1.8
O=c1ccc(Oc2nc(N3CCCCC3)nc(N3CCCCC3)n2)n[nH]1	i	i	-3.7
COc1ccc(C(=O)O/N=C2\C(=O)N(C)c3ccccc32)cc1	i	i	1.6
CCN(C(=O)COC(=O)/C=C/c1cccc([N+](=O)[O-])c1)c1ccccc1	i	i	0.9
Cc1ccc2c(c1)[C@@H](O)C[C@@H](C)N2N=O	i	i	-1.1
Cc1ccc(CNC(=O)c2cc(-c3ccccc3)nn2CC2CC(c3cccnc3)=NO2)cc1 (stereo not drawn)	i	i	-1.8
CCc1ccc(-c2cc3c(=O)n(CC(=O)N4CCCCCC4)nc(C)n3n2)cc1	i	i	0.0
CC(C)Cn1c(N)c(C(=O)NCCN2CCOCC2)c2nc3ccccc3nc21	i	i	-0.2
CCSc1nnc(NC(=O)Nc2cccc(C)c2)s1	i	i	1.2
O=C(NCc1cccc(Cl)c1)c1ccc2c(c1)SC1=NS(=O)(=O)CCN12	i	i	0.1
O=c1oc2ccccc2n1Cc1ccccc1	i	i	-2.2
O=C(O)c1ccc2c(c1)N(Cc1ccccc1)C(=O)c1ccccc1S2	i	i	0.8
CC(C)(C)n1ncc2c(=O)n(CC(=O)Nc3ccc(Cl)cc3)cnc21	i	i	1.7
CCC(=O)Nc1sc2c(c1C(=O)OC)CCN(Cc1ccccc1)C2	i	i	-0.9
COc1ccc(CC(=O)NCCS(=O)(=O)N2CCN(c3ccccc3)CC2)cc1OC	i	i	-2.0
Cc1cc(C(F)(F)F)nc(NCc2cccnc2)n1	i	i	1.9
CCN(CC)c1nc2c(c(=O)[nH]c(=O)n2C)n1Cc1ccccc1Cl	i	i	-1.1
COc1ccc(C(=O)NCC2OCCc3ccccc32)cc1 (stereo not drawn)	i	i	-0.7
OCc1ccccc1NC(=S)Nc1cccnc1	i	i	-0.2
Cc1ccc(C)c(NC(=O)c2nc(Cl)ccc2Cl)c1	i	i	0.2
CC(=O)c1cccc(NC(=S)NC(=O)CC(C)(C)C)c1	i	i	0.9
COc1ccc(NC(=O)CSc2ccccc2)c([N+](=O)[O-])c1	i	i	-2.3
CC1CCCCC1NC(=O)COC(=O)c1c2c(nc3ccccc13)/C(=C/c1ccco1)CC2 (stereo not drawn)	i	i	-0.8
CC(C)Oc1ccc(C(=O)OC(C)C(=O)NC2CCCCC2C)cc1 (stereo not drawn)	i	i	7.7
COc1cc(/C=C2/SC(=S)N(Cc3ccccc3)C2=O)ccc1OCC(=O)O	i	i	-0.7
O=C1CC(c2ccco2)CC2=C1C=Nc1ccccc1N2 (stereo not drawn)	i	i	1.8
Cc1cc(/C=C(\C#N)C(=O)NCc2cccs2)c(C)n1-c1ccc([N+](=O)[O-])cc1	i	i	-0.5
COc1ccc(C2=NO[C@@H]3C(=O)N(c4cccc(C)c4C)C(=O)[C@H]23)cc1OC	i	i	0.0
O=C(CCS(=O)(=O)c1ccc(Cl)cc1)OCC(=O)N1CCCCC1	i	i	-1.7
CC1CN(C(=O)COC(=O)c2c(Cl)cccc2Cl)CC(C)O1 (stereo not drawn)	i	i	-0.8

Copied from the list.
COc1cccc(CNS(=O)(=O)c2c(C(=O)N3CCCCC3)c(C)n(C)c2C)c1 | STK33 kinase inh: -1.9
CCN(CC)c1nc2c(c(=O)[nH]c(=O)n2C)n1Cc1ccccc1Cl | STK33 kinase inh: -1.1
CCN(CC(=O)NC1CCS(=O)(=O)C1)C(=O)/C=C/c1cccs1 (stereo not drawn) | STK33 kinase inh: -1.0

Continuation.
mol	CHT allo act	CHT block	STK33 kinase inh
O=C(/C=C/c1cc2ccccc2o1)c1ccccc1O	i	i	-1.1
CC(C)CCNC(=O)Cn1c2c(c(-c3ccccc3Cl)cc1=O)CCC2	i	i	-0.5
COc1ccccc1NC(=O)CN1CCN(C(=O)C2CCCO2)CC1 (stereo not drawn)	i	i	0.2
CCC1(C)Cc2c(sc3nc(SC)nc(N)c23)CO1 (stereo not drawn)	i	i	1.1
Cc1cccc(C(=O)NCCc2nnc(SCC(=O)Nc3nc(C)cs3)n2C)c1	i	i	-0.7
CC(=O)c1ccc(S(=O)(=O)NCCc2csc(-c3cccnc3)n2)cc1	i	i	-0.6
COCCn1c(C)cc(C(=O)COC(=O)c2n[nH]c3ccccc23)c1C	i	i	-0.4
COC(=O)/C=C1\SC(N2CCOCC2)=C(c2ccc(OC)cc2)C1=O	i	i	-0.6
O=C(O)c1ccn(Cn2cnc3ccccc32)n1	i	i	-2.0
Cc1ccc2nc(SCC(=O)Nc3cc(C(C)(C)C)nn3-c3ccccc3)[nH]c2c1	i	i	0.9
CC(=Nc1cccc(C)c1)c1sc2ccccc2c1O	i	i	-1.0
COc1ccccc1NC(=S)NCC1CCC(CNC(=S)Nc2ccccc2OC)CC1 (stereo not drawn)	i	i	0.4
C=CCNC(=S)N/N=C(\C)c1cccc(NC(C)=O)c1	i	i	0.0
O=C(CC(CC(=O)c1ccccc1)c1ccccc1)c1ccccc1	i	i	1.1
CCOC(=O)c1c(C)[nH]c(C)c1S(=O)(=O)NCc1ccc(OCC)cc1	i	i	0.5
Cc1ccc(SCc2[nH]nc3c2C2(CCSCC2)C(C#N)=C(N)O3)cc1	i	i	1.4
CCN(CC)S(=O)(=O)c1cccc(NC(=O)CSc2nnc(N)s2)c1	i	i	-1.2
O=C(CCC(=O)N1CCSc2ccccc21)NCc1ccc(Cl)cc1	i	i	-1.7
COc1ccc(/C=C/C(=O)Nc2c(C(=O)O)[nH]c3ccccc23)cc1OC	i	i	1.3
CC1CCCCC1NC(=O)CNC(=O)c1ccco1 (stereo not drawn)	i	i	1.4
Clc1ccc2[nH]c3c(NCC4CCCO4)ncnc3c2c1 (stereo not drawn)	i	i	0.3
CCCCC(CCC(=O)O)(C(=O)OCC)c1csc(Nc2ccccc2)n1 (stereo not drawn)	i	i	0.6
Cc1noc(C)c1S(=O)(=O)N1CCCCC1	i	i	-0.7
CN(CC(=O)Nc1cccc(F)c1)C(=O)c1ccc(-n2cncn2)c([N+](=O)[O-])c1	i	i	0.8
CCC1CCc2c(sc(NC(=O)c3cnccn3)c2C(N)=O)C1 (stereo not drawn)	i	i	0.7
Cc1[nH]c2ccccc2c1N=Nc1ccccc1C(=O)O	i	i	0.1
COc1ccc(/C=N/n2cncn2)cc1Cn1nc(C)c([N+](=O)[O-])c1C	i	i	-1.0
Cn1c(=O)c2c(nc3n2CC(O)CN3c2ccccc2)n(C)c1=O (stereo not drawn)	i	i	-2.5
CN(C)CCCN(C(=O)c1ccco1)c1nc2ccc(Cl)cc2s1	i	i	-0.4
COc1cc(NC(=O)C/C(C)=N/NC(=O)c2cccc(O)c2)c(OC)cc1Cl	i	i	-0.3
O=C(CN1C(=O)NC2(CCCC2)C1=O)OCc1ccc(Br)cc1	i	i	-1.3
CCOC(=O)c1c(CN2CCN(CC#N)CC2)n(C)c2cc(Br)c(OC)cc12	i	i	2.2
CNC(=O)Cc1nc2ccccc2n1CC(=O)Nc1cc(C)cc(C)c1	i	i	-0.4
COc1cccc(-c2nn(C)c3sc(C(=O)N4CCN(c5ccccc5)CC4)cc23)c1	i	i	-1.1
CCOC(=O)C(=CNNc1cccc(Cl)c1)C(=O)OCC	i	i	-1.4
O=C(CN1CCN(C(=O)C2COc3ccccc3O2)CC1)Nc1ccccc1 (stereo not drawn)	i	i	0.4
COCc1c(C(=O)N2CCc3ccccc32)oc2ccccc12	i	i	-2.3
COC(=O)C1=C(C(=O)OC)C(c2cc([N+](=O)[O-])ccc2O)c2sc(=O)[nH]c2S1 (stereo not drawn)	i	i	6.4
NS(=O)(=O)c1ccc(CCNS(=O)(=O)c2cccs2)cc1	i	i	-5.4
O=C(NCc1cc([N+](=O)[O-])ccc1O)c1cccnc1Sc1ccccc1Cl	i	i	0.8

Full records, quoted from the list. Values in the order: CHT allo act | CHT block | STK33 kinase inh
COCc1c(C(=O)N2CCc3ccccc32)oc2ccccc12 in the list: i | i | -2.3
NS(=O)(=O)c1ccc(CCNS(=O)(=O)c2cccs2)cc1 in the list: i | i | -5.4
COC(=O)C1=C(C(=O)OC)C(c2cc([N+](=O)[O-])ccc2O)c2sc(=O)[nH]c2S1 (stereo not drawn) in the list: i | i | 6.4
CNC(=O)Cc1nc2ccccc2n1CC(=O)Nc1cc(C)cc(C)c1 in the list: i | i | -0.4
CCOC(=O)C(=CNNc1cccc(Cl)c1)C(=O)OCC in the list: i | i | -1.4

Continued:
mol	CHT allo act	CHT block	STK33 kinase inh
O=C(CNS(=O)(=O)c1c(Cl)cccc1Cl)N1CCCCCC1	i	i	0.3
CCOC(=O)C(C)c1c(C(=O)c2ccc(C)nc2)c2ccccc2n1C (stereo not drawn)	i	i	-0.4
CCCN1C(=O)C(O)(C/C(C)=N/O)c2ccccc21 (stereo not drawn)	i	i	-1.7
Cc1nc(-c2cccnc2)sc1C(=O)Nc1ccc(Cl)cc1	i	i	-0.4
Cc1ccc(NC(=O)C(C)OC(=O)Cc2c[nH]c3ccccc23)cc1 (stereo not drawn)	i	i	-0.7
C=C1C[C@H]2[C@@H]3CCc4cc(OC)ccc4[C@H]3CC[C@]12C	i	i	1.0
Cc1ccc(S(=O)(=O)c2c(C)nn(C(C)(C)C)c2OC(=O)c2ccc(Br)o2)cc1	i	i	-0.7
CN(CC(=O)NCCc1ccc(S(N)(=O)=O)cc1)S(=O)(=O)c1cccc2nsnc12	i	i	0.8
COc1ccc(OC)c(S(=O)(=O)Nc2ccc(O)c(Sc3ncn[nH]3)c2)c1	i	i	-2.4
Cc1cc(C)n(-c2ccc(NC(=O)C3CCN(Cc4cnc(C)s4)CC3)cc2)n1	i	i	-0.2
CCOC(=O)c1cnc(SCC(=O)NCc2cccs2)nc1N	i	i	1.1
CCC(C(=O)NCc1ccco1)N(Cc1cccs1)C(=O)CNS(=O)(=O)c1ccccc1 (stereo not drawn)	i	i	0.1
CCOC(=O)CC1(C)SC(NC(C)=O)=NN1C(C)=O (stereo not drawn)	i	i	-1.5
CCc1ccccc1NC(=O)COc1cccc(-n2cnnn2)c1	i	i	-0.5
O=S(=O)(NCc1cccs1)c1ccc(Br)s1	i	i	-0.8
CCSC1=NCCN1C(=O)Cc1ccc(-c2ccccc2)cc1	i	i	-0.9
N#CC1=C(N)NC(SCC(=O)Nc2ccc(Br)cc2)=C(C#N)C12CCCCC2	i	i	0.3
COc1ccc(-c2coc3cc(OC4OC(CO)C(O)C(O)C4O)ccc3c2=O)cc1 (stereo not drawn)	i	i	-0.2
CCN(CC)c1ccc(/C=N/NC(=O)c2ccccn2)cc1	i	i	-0.3
COc1cc(-n2c(=O)c3ccccc3n(CC(=O)c3ccc(F)cc3)c2=O)cc(OC)c1OC	i	i	-0.5
C=CCN(c1cccc(C(F)(F)F)c1)S(=O)(=O)c1cccc(C(=O)OCC(=O)NC(N)=O)c1	i	i	-0.8
CC(NC(=O)c1ccc(OC2CCN(Cc3ccccn3)CC2)cc1)c1nccs1 (stereo not drawn)	i	i	-3.0

Screens: PubChem BioAssay, several laboratories
